# Screening results: PubChem, several laboratories
# COUP-TFII inh: NR2F2 (human) inhibition, primary screen; HEK293T NGFI-A luciferase reporter, luminescence; 0.7% of 370,000 active; P24468; AID 686940; inhibition, % at 8.6 µM;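 active = inhibition above a per-plate cutoff, mean inhibition of test wells between control levels plus 3 SD, cut at about 38% in these data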;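 note: cells cotransfected with COUP-TFII expression vector driving the NGFI-A reporter; 0% = median of COUP-TF2 test wells and 100% = reporter-only cells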
# ABHD5 PLIN5 PPI: inhibitors of human ABHD5-perilipin-5 interaction | Q00G26+Q8WTS1 | Split G. princeps luciferase complementation, luminescence, 4 h | inhibition, % at 4 µM | 0.78% of 360,000 active | AID 602281;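 active = inhibition above the mean inhibition across every tested compound plus 3 SD, cut at about 22% in these data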;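 note: 0% = DMSO only wells and the 100% control is not disclosed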
# NR5A2 inv ag: NR5A2 inverse agonism in reporter assay. HEK293T StAR-luciferase reporter, LRH-1 transfected, 24 h. inhibition, % at 3.6 µM. 0.13% of 360,000 active;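 active = inhibition above the mean inhibition of all tested compounds plus 3 SD, cut at about 73% in these data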;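 note: 0% = DMSO wells and 100% = reporter-only cells lacking LRH-1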
# NCOA1 inh: human NCOA1 inhibition | Q15788 | HEK293 GAL4-SRC1 luciferase reporter, luminescence | inhibition, % at 3.6 µM | 0.12% of 360,000 active | AID 588354;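 active = inhibition above the campaign mean plus 3 SD, with each screening campaign given its own cutoff, cut at about 60% in these data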;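 note: 0% = DMSO treated cells and 100% = gossypol at 36 µM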
# NOD2-RIPK2 inh: blocks binding of human NOD2 to RIPK2 | O43353 | CHO BLA complementation NOD2-RIPK2, CCF4 ratio | inhibition, % at 4.98 µM | 0.38% of 360,000 active | AID 624267; in the data active = inhibition above about 21%;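 note: 0% = vehicle only and 100% = reference blocker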
# SRC3 inh: inhibits human SRC3 coactivator; 0.17% of 360,000 active; HEK293 GAL4-SRC3 luciferase reporter, luminescence; inhibition, % at 3.6 µM; AID 588352; Q9Y6Q9;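 active = inhibition above a per-campaign cutoff, the mean of all compounds plus 3 SD, cut at about 60% in these data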;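 note: 0% = DMSO-treated cells and 100% = gossypol-treated cells at 36 µM; higher means less SRC3-driven luciferase light from the GAL4 reporter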
# MC4R antagonist: human MC4R antagonism in cAMP assay. MC4R-expressing cells, MTII-stimulated cAMP, LANCE TR-FRET. AID 540295. 0.48% of 360,000 active. inhibition, % at 6.5 µM;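 active = inhibition above its plate's cutoff, the mean of tested wells on that plate plus 3 SD, cut at about 29% in these data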;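 note: 0% = Melanotan II alone and 100% = Melanotan II plus saturating MCL0020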
#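 System: U2OS cells stably expressing human melanocortin 4 receptor (MC4R). Reagent: Melanotan II challenge after compound preincubation. Doses: 6.5 µM. Times: 30-min compound, 1-h challenge, 1-h detection, room temperature. Measured by: TR-FRET with Eu-cAMP and labeled anti-cAMP, 671 nm. Replicates: singlicate.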
# SRC2 inh: human SRC2 (NCOA2) inhibition; HEK293 GAL4-SRC2 luciferase reporter, luminescence; inhibition, % at 9 µM; 0.17% of 370,000 active; AID 651957;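 active = inhibition above the mean inhibition of all tested compounds plus 3 SD, set per campaign, cut at about 52% in these data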;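 note: 0% = DMSO treated cells and 100% = cells given Gossypol at 36 µM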
# MC4R ag barr: human MC4R agonism via beta-arrestin. activation, % at 8.9 µM. AID 540308. 0.98% of 360,000 active. U2OS MC4R beta-arrestin complementation, luminescence; percent of melanotan II response, DMSO zero. P32245;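 active = activation above a per-plate cutoff, the mean activation of sample wells on that plate plus 3 SD, cut at about 8% in these data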
# LMP1 NFkB inh: Epstein-Barr LMP1 NF-kappaB reporter inhibition; 0.69% of 350,000 active; LMP1-induced NF-kappaB luciferase reporter cells, luminescence; inhibition, % at 12.5 µM; AID 504558; in the data active = inhibition above about 41%;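 note: 0% = neutral control wells and 100% = reference inhibitor control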
# TLR9-MyD88 inh: TLR9-MyD88 interaction inhibition; Q9NR96+Q99836; CHO BLA complementation TLR9-MyD88, CCF4 FRET ratio; inhibition, % at 4.98 µM; 0.21% of 340,000 active; AID 504734;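 active = inhibition above the mean over all tested compounds plus 3 SD, cut at about 21% in these data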;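 note: 0% = DMSO only wells and 100% = clavulanate BLA inhibitor control wells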
# Target sequence (Q99836 whole entry, looked up): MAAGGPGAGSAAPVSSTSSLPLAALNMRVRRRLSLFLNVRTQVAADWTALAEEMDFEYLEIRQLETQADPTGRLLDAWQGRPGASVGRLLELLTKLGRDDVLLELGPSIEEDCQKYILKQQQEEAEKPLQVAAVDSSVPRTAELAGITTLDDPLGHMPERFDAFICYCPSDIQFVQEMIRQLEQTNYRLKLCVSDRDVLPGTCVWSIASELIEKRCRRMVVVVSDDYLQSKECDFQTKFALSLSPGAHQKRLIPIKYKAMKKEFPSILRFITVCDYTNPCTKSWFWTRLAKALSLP
# Target sequence (Q9NR96 whole entry, looked up): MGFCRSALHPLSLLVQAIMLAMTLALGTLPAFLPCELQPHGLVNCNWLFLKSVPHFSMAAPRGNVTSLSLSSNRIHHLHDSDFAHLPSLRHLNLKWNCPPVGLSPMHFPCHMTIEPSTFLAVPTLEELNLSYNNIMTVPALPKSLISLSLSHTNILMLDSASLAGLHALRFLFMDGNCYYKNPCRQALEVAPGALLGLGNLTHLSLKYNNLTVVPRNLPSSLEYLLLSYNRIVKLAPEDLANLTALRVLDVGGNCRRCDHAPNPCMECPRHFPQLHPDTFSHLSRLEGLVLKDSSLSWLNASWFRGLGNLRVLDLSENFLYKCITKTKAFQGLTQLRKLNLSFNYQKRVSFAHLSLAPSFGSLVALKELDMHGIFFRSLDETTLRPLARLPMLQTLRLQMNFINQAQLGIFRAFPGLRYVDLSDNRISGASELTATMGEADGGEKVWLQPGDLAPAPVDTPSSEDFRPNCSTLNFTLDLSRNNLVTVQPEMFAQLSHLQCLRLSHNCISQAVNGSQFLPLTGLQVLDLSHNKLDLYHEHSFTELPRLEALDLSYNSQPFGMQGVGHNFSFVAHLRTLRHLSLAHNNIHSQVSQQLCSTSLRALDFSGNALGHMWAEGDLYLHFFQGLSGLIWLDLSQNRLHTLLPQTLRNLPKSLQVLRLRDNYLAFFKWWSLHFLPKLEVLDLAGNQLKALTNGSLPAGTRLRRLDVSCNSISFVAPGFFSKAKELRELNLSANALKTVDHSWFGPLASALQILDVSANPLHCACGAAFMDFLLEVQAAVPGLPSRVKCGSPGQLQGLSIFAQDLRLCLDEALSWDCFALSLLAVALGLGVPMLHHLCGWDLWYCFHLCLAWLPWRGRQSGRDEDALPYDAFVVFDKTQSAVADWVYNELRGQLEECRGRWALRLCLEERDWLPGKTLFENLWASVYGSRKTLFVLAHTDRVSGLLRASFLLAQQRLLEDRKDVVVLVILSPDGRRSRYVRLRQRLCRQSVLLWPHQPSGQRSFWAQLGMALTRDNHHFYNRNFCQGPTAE
# Starred values were filed as active, the others as inactive; . = not tested or not shown. An excerpt; the hit share may differ from the screen's.
molecule	COUP-TFII inh	ABHD5 PLIN5 PPI	NR5A2 inv ag	NCOA1 inh	NOD2-RIPK2 inh	SRC3 inh	MC4R antagonist	SRC2 inh	MC4R ag barr	LMP1 NFkB inh	TLR9-MyD88 inh
CC(NC(=O)C1CCCCC1)C(c1cccs1)N1CCN(C)CC1 (stereo not given)	-15	-5	13	8	-8	1	6	12	-0.7	-9	2
C=C(C)C1CC=C(C)/C(=N\NC(=O)CNc2ccccc2OC)C1 (stereo not given)	-7	0	-9	-21	-1	-3	-1	13	-0.4	-3	6
O=C(Nc1cc(Cl)cc(Cl)c1)c1coc(=O)c(Br)c1	-11	-4	2	12	-9	7	3	2	-2.0	-1	-1
CCn1c(C)nc2cc(C(=O)NNC(=O)Nc3ccc(Cl)cc3)ccc21	-5	7	6	4	-1	12	5	1	-1.7	2	7
C/C(=N\N1CCN(Cc2ccccc2)CC1)c1ccco1	1	-18	18	-17	-8	-13	12	3	1.7	0	0
Nc1nnc(CSCc2ccc(F)cc2)s1	12	3	4	-4	-1	13	4	0	0.2	-1	2
COc1ccccc1NC(=O)COC(=O)CCc1ccc(S(=O)(=O)N2CCOCC2)cc1	16	2	16	-2	-4	21	7	18	-1.3	6	-11
O=C(CNC(=O)OCc1ccccc1)NC1CCCCNC1=O (stereo not given)	-5	-13	-4	0	0	2	14	13	-1.4	-9	-7
O=C(NNc1ccccc1Br)C(O)(c1cccc(C(F)(F)F)c1)c1cccc(C(F)(F)F)c1	-1	-13	0	9	-1	-9	14	-5	-0.4	-5	-2
CCOc1ccc(N(CC)S(=O)(=O)c2ccc3c(c2)n(C)c(=O)c(=O)n3C)cc1	-17	-3	15	-2	4	2	-8	-19	0.0	-13	0
Cn1c(COc2cccc3cccnc23)nnc1SCC(=O)O	0	-1	10	2	-2	20	15	11	-4.6	2	1
COc1ccc(C(=O)Nc2sc3c(c2C(=O)O)CC(C)(C)OC3)cc1	-8	2	11	14	-12	22	21	-3	1.1	15	0
O=C(Nc1ccccc1C(=O)OCC(=O)c1c[nH]c2ccccc12)c1ccco1	-9	5	8	-9	-1	9	-10	-5	-1.3	-2	7
COc1ccc(OC)c(NC(=O)CSc2nnnn2-c2ccccc2F)c1	5	0	-19	-15	6	11	-1	4	1.1	-3	-12
COc1cccc(/C=C/C(=O)OCC(=O)N2CCN(c3ccccc3)CC2)c1	-12	-9	41	5	3	-17	-6	5	-3.5	-4	7
CC(=O)OC1c2ccccc2C(=O)N1Cc1ccccc1 (stereo not given)	-11	-1	7	15	4	-14	1	-4	-1.0	0	9
CCOc1ccccc1NC(=O)C(=O)NCC1CCCN1CC (stereo not given)	-11	-3	-25	-13	3	5	7	10	1.5	2	0
COc1ccccc1NS(=O)(=O)c1ccc(O)c(C(=O)OCc2cccc([N+](=O)[O-])c2)c1	-19	-4	7	10	-7	-9	1	11	-0.9	0	-6
CCOc1ccc(NC(=O)c2cc(S(=O)(=O)N3CCOCC3)cs2)cc1	0	-6	16	-98	8	10	4	-6	-0.7	2	-11
O=C(O)/C=C/C(=O)NNc1ncnc2ccccc12	15	9	-1	-22	1	-32	0	-14	-1.5	-6	6
CCOC(=O)CN1CC23C=CC(O2)C(C(=O)NCc2ccc(F)cc2)C3C1=O (stereo not given)	17	-4	15	-3	6	4	4	-1	0.2	7	3
O=C(Cn1[nH]c(=O)c2ccccc2c1=O)Nc1cccc(S(=O)(=O)N2CCCCCC2)c1	6	2	10	7	5	19	5	-29	-1.0	7	3
Cc1nn(CC(=O)N(C)C2(C#N)CCCCC2)c(C)c1[N+](=O)[O-]	7	8	11	9	-3	18	5	4	1.0	-3	-2
Cc1c(C#N)c(N)nc2c3c(sc12)NC(=O)CC3c1ccc(F)cc1 (stereo not given)	7	0	-15	2	-5	9	19	-9	0.1	8	4
CC(=O)Nc1ccc(NC(=O)CSc2nnc(C3CC3)n2C)cc1	-13	0	14	-9	7	16	12	19	-0.6	-3	-4
O=C(O)C(Cc1ccccc1N(CCO)CCO)N1C(=O)c2ccccc2C1=O (stereo not given)	-4	1	-8	8	-8	0	5	-31	-0.4	18	-9
Cn1cccc1/C=C1/SC(=S)N(CC(=O)O)C1=O	-7	5	11	-11	1	10	-21	8	-2.2	-4	-8
COC(=O)COc1ccc(S(=O)(=O)NCCC2=CCCCC2)cc1C	-7	-9	31	2	-3	5	7	-8	-0.4	-9	2
CCc1nnc(NC(=O)CSc2nnc(-c3cccnc3)n2CC)s1	-11	3	-3	-8	3	-17	9	17	2.4	-1	-6
CC(=O)Nc1ccc(S(=O)(=O)N[C@@H](C)C(=O)OCC(=O)c2ccc[nH]2)cc1	4	2	1	-4	-2	-12	9	13	-0.9	5	7
CCSc1nsc(NC(=O)Nc2ccccc2OC)n1	-35	-6	-31	-29	6	-54	6	-17	2.5	-13	-4
CC(C)n1nc(C(=O)Nc2ccccc2N2CCOCC2)c2ccccc2c1=O	-28	-4	26	-8	-22	15	1	-45	2.1	-10	2
Cc1nnnn1/C(=C\c1ccccc1)C(=O)OCC(=O)Nc1cccc(S(=O)(=O)N(C)C)c1	-14	50*	-7	-29	12	33	12	18	-1.7	-25	3
O=C(OCC(=O)N1CCc2ccccc21)c1ccc([N+](=O)[O-])o1	5	-1	21	-7	-1	-2	5	-18	-2.6	-2	-14
Oc1ccc(-c2nc3c4c(ncn3n2)-c2ccccc2CC42CCCC2)cc1	1	0	10	2	0	7	6	14	0.8	-8	4
CCOC(=O)N1CCN(C(=O)C2CCN(C(=O)c3cc(OC)cc(OC)c3)CC2)CC1	-7	-5	7	-7	-1	15	1	9	-0.4	-2	-2
Cc1cc(C(=O)Nc2nc3c(C)cccc3s2)c(C)o1	-22	3	-8	-13	-5	-10	0	-11	6.3	-7	-5
CSCCC(N=C1NS(=O)(=O)c2ccccc21)C(=O)NCCc1ccccc1 (stereo not given)	20	1	24	2	-3	-10	0	7	-2.7	-8	-2
OCC1(CCCc2ccccc2)CCN(C2CCSCC2)CC1	9	2	-6	12	-3	6	7	-28	2.2	5	-2
c1ccc(OCCCN2CCCC2)cc1	5	0	-21	3	-12	4	-8	12	-1.6	2	-4
COc1ccc(-n2nc3c(c2NC(=O)CBr)CSC3)cc1	20	-6	-2	-14	-10	-10	6	19	1.2	2	-8
CN(C)CCNC(=O)/C(=N\O)c1ccccn1	-12	2	19	6	6	7	1	-18	1.8	-1	3
CC1=C(C(=O)Nc2cccc(C(=O)NC(C)C)c2)SCCO1	-4	7	-4	1	1	-20	-1	-10	-1.5	-5	4
c1ccc(-c2nc(-c3ccc(-c4ccon4)s3)no2)cc1	-18	-4	-82	-84	5	-42	8	-48	-1.0	-22	-5
O=C1CCC(C(=O)N2CCCCCC2)CN1CCc1ccc(Cl)cc1 (stereo not given)	-16	-4	-13	7	-4	-15	0	-40	-1.9	69*	3
COC(=O)C1CCN(C(=O)c2ccc(NC(C)=O)cc2)CC1	-6	1	2	17	-8	-9	16	-1	-2.9	-8	5
CC(=Nc1ccc(C)cc1C)c1sc2ccccc2c1O	-70	-2	-64	-74	10	-119	6	-47	-0.8	-46	5
Cc1cccc(C(=O)NCC(=O)N2CCN(S(=O)(=O)c3cc(C)ccc3C)CC2)c1	18	8	0	10	-3	-9	15	2	-0.7	0	-1
Oc1ccc(/C=N/N(Cc2ccccc2)c2ccccc2)c(O)c1O	13	-10	14	-46	4	8	-4	-5	2.7	-6	-3
CC1(C)CC(=O)C2=C(C1)N(Cc1ccco1)C(=O)NC2(C(F)(F)F)C(F)(F)F	-4	-5	4	9	-4	13	6	-3	0.8	-6	-4
CC(=O)NCCc1nc2ccccc2n1Cc1cc(C)ccc1C	-13	-10	11	1	-7	18	8	8	-0.5	-7	3
CC1(C)CC(=O)C(Sc2ccccc2C(=O)O)=C(O)C1	-2	1	-2	-3	-19	16	0	7	-0.8	-8	0
CCOC(=O)c1ccc(-c2ccc(CO)o2)cc1	-39	2	-97	-78	3	-95	-4	-45	-2.6	-40	4
O=C(N[C@H](CO)Cc1ccccc1)c1ccco1	8	-1	4	-1	0	-13	-8	-16	-0.6	2	-4
COC(=O)c1ccccc1S(=O)(=O)N1CCC(C(=O)OCc2cccc(OC)c2OC)CC1	-7	16	16	-18	-2	-2	7	-37	-0.9	2	-8
O=C(O)CCC(=O)Nc1sc2c(c1C(=O)Nc1cccc3ccccc13)CCCCC2	1	-18	5	-30	0	-6	6	-10	-1.1	1	-5
CCOc1ccc2c(c1)-c1c(ssc1=S)C(C)(C)N2C	0	-6	2	-18	-1	-6	8	-5	0.0	-7	-8
C(=C\c1ccccc1)/CN1CCN(C(c2ccccc2)c2nnnn2C2CCCCC2)CC1 (stereo not given)	4	-1	18	-7	-6	-8	.	7	.	.	.
O=[N+]([O-])c1cccc(-c2ccc(/C=N/NC(=S)NCc3ccco3)o2)c1	20	3	44	8	-6	22	-2	7	4.5	13	3
O=C(Nc1ccc2c3c(cccc13)CC2)c1cccc([N+](=O)[O-])c1	-4	-6	-17	11	6	28	11	-12	-0.5	2	2

# Carrying on.
molecule	COUP-TFII inh	ABHD5 PLIN5 PPI	NR5A2 inv ag	NCOA1 inh	NOD2-RIPK2 inh	SRC3 inh	MC4R antagonist	SRC2 inh	MC4R ag barr	LMP1 NFkB inh	TLR9-MyD88 inh
O=C(Nc1ccc(Cl)c(S(=O)(=O)N2CCOCC2)c1)c1cc(-c2ccccn2)nc2ccccc12	-5	11	16	6	6	10	13	-10	1.0	12	-4
COc1ccc(Cc2noc(CN(C)Cc3cccc(-n4cccn4)c3)n2)cc1OC	16	-7	-3	-32	-12	12	15	-4	0.0	5	-17
Cc1ccccc1CC(=O)NCCN1CCCCC1	3	-4	0	-10	-10	3	5	-10	-0.1	3	-2
CC1C(=O)NN=C1C(=O)N/N=C/c1ccco1 (stereo not given)	-9	0	-96	-70	-2	-50	-3	-24	0.4	-2	0
CC(C)(C)OC(=O)N1CC2Cc3[nH]c(=O)ccc3C(C2)C1 (stereo not given)	-11	-3	-3	8	-6	11	-1	1	-1.5	-4	-5
Cc1ccc(S(=O)(=O)N2CCCCC2)cc1NC(=O)c1cc(=O)[nH]c2ccccc12	0	0	4	6	-9	19	0	-3	-0.6	-1	0
